RPL19A TOR yeast: yeast TOR pathway RPL19A-GFP modulation. actives 0.3% (n = 330,000). percent response vs DMSO, % at 10 µM. S. cerevisiae RPL19A-GFP strain, flow cytometry, 3 h; active compounds read low;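 active means percent response vs DMSO below 50%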;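 further: median channel GFP fluorescence of the barcoded RPL19A-GFP strain; ratio of sample median GFP to plate DMSO average so 100% = DMSO; lower means less RPL19A-GFP as with rapamycin TOR inhibition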
AGP1 TOR yeast: alters AGP1-GFP fluorescence in TOR pathway yeast screen; actives 0.02% (n = 320,000); GFP response vs DMSO, % at 10 µM; S. cerevisiae AGP1-GFP multiplex flow cytometry, 3 h; GFP as percent of DMSO wells;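 active means GFP response relative to DMSO above a set limit, near screen average plus 3 SD, cut at about 150% in these data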;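 further: median GFP channel fluorescence of the gated AGP1 strain per well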
LAP4-GFP MLPCN: yeast TOR pathway LAP4-GFP modulation. S. cerevisiae LAP4-GFP multiplex, flow cytometry GFP, 3 h; median GFP as percent of DMSO wells. GFP response vs DMSO, % at 10 µM. actives 0.34% (n = 320,000). AID 2023;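 active means GFP response vs DMSO above a set limit, about the screen mean plus 3 SD, cut at about 150% in these data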
AHR act: activators of human aryl hydrocarbon receptor | P35869 | AHR-responsive luciferase reporter cells, luminescence | activation, % at 5 µM | actives 2.5% (n = 320,000) | AID 2796; in the data active means activation above about 47%;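 further: 0% = vehicle wells and 100% = reference agonist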
Target sequence (P35869 whole entry, looked up): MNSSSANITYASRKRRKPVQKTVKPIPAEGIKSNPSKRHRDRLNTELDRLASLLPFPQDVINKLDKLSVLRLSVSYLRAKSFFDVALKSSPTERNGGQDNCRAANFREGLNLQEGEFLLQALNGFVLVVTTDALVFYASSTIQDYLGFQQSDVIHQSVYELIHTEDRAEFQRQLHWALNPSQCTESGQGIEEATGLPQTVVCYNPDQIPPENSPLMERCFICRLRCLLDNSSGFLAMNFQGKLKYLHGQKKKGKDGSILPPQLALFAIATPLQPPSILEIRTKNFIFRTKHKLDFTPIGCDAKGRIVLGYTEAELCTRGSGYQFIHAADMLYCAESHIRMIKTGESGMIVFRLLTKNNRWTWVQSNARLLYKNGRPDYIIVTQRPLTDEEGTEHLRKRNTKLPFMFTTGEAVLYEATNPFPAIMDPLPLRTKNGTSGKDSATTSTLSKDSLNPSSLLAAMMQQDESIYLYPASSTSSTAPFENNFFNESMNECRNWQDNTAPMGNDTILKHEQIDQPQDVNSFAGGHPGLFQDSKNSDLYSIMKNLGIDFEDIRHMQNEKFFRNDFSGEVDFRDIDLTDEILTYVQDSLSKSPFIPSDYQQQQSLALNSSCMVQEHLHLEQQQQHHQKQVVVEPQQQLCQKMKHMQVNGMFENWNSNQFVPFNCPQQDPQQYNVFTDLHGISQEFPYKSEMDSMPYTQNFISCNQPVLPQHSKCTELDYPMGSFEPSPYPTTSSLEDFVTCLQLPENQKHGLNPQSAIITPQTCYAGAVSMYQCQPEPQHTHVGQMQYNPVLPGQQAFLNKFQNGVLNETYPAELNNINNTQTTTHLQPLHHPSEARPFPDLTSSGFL
MEP2 TOR yeast: yeast TOR pathway MEP2-GFP modulation; S. cerevisiae MEP2-GFP strain, flow cytometry GFP, 3 h; 100% = DMSO control level; GFP response vs DMSO, % at 10 µM; actives 0.51% (n = 330,000); AID 2016;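 active means GFP response versus DMSO above a set limit, roughly screen mean plus 3 SD, cut at about 180% in these data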;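 further: median GFP fluorescence of the barcode-gated MEP2-GFP cells per well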
Yeast superoxide: caloric restriction mimetics inhibiting age-related superoxide in yeast; S. cerevisiae aged cells, superoxide DHE fluorescence; active compounds read low; superoxide response (% of plate mean), % at 10 µM; actives 0.18% (n = 330,000); AID 2690;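 active means superoxide response under a set limit, about three screen SD below normal, cut at about 65% in these data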;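 further: yeast aged for seven days with compound at 30 °C before DHE staining; 100% = average MFI of all compound-treated wells on the plate with controls excluded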
CIT2-GFP yeast: modulators of TOR pathway CIT2-GFP in S. cerevisiae | S. cerevisiae CIT2-GFP strain, flow cytometry, 3 h; 100 means same as DMSO wells | GFP response vs DMSO, % at 10 µM | actives 0.065% (n = 320,000) | AID 2029;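 active means GFP response relative to DMSO above a set limit, near the screen mean plus 3 SD, cut at about 150% in these data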;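 further: ratio of well median GFP fluorescence to mean of DMSO wells on the plate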
Efflux pump inh: blocks antifungal efflux pumps in multiplex yeast assay; S. cerevisiae Candida pump triplex, Nile Red efflux; inhibition, % at 10 µM; actives 0.44% (n = 330,000);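 active means plate passing quality check with inhibition over a set limit, or well fluorescence over plate mean plus 4 SD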;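 further: Nile Red retained in pooled yeast measured as flow cytometry median fluorescence; 0% = buffer negative control and 100% = Enniatin B positive control; higher means more Nile Red kept so more efflux inhibition; some compounds called inactive have numbers as strong as hits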
* hit, by the source's call; . = no result given.

SMILES	RPL19A TOR yeast	AGP1 TOR yeast	LAP4-GFP MLPCN	AHR act	MEP2 TOR yeast	Yeast superoxide	CIT2-GFP yeast	Efflux pump inh
NC(=O)c1cccc(C(N)=O)n1	101	107	105	2	102	87	100	-0.2
CCCCNC(=O)CSc1nnc(Cc2ccccc2)n1CC	109	.	109	1	103	94	112	0.0
Cc1cc(C)nc(/N=C2\NC(=O)CC3C(=O)NCCN23)n1 (configuration not stated)	98	100	100	12	103	88	98	-0.1
O=C(CC(=O)Nc1ccccn1)Nc1ccccn1	104	99	98	11	97	115	98	0.2
COc1cc2[nH]c(=O)n(CCC(=O)N3CCN(c4cccc(C)c4C)CC3)c(=O)c2cc1OC	91	90	93	-2	87	101	86	0.3
CCCCCCCCCCC[N+](C)(C)CC/C=C1/c2ccccc2Sc2ccc(Cl)cc21	99	96	131	0	127	83	105	1.8*
CC1(C)C=C2[C@H]3CC[C@@H]4[C@@]5(C)CCC(=O)C(C)(C)[C@@H]5CC[C@@]4(C)[C@]3(C)CC[C@@]2(C(=O)O)CC1	98	104	98	-1	104	100	97	0.0
Cc1cc(C)c(C)c(S(=O)(=O)NCc2cccnc2)c1C	98	95	101	7	101	90	96	0.1
O=c1cc(CSc2nc3cc(Cl)ccc3o2)nc2sccn12	100	96	118	10	112	99	105	0.0
Cc1nc(=O)c(-c2ccccc2)c(C)n1-c1ccc(S(N)(=O)=O)cc1	102	101	104	0	99	92	96	0.0
COc1ccc(C(=O)COC(=O)/C=C/c2ccc(S(=O)(=O)Nc3cccc(S(N)(=O)=O)c3)cc2)cc1	99	107	123	2	116	96	95	-0.1
COc1ccc(/C=N/NC(=O)c2ccncc2)cc1[N+](=O)[O-]	105	99	88	12	97	93	97	0.3

Compound profiles, from the list above.
NC(=O)c1cccc(C(N)=O)n1 in the list: RPL19A TOR yeast = 101; AGP1 TOR yeast = 107; LAP4-GFP MLPCN = 105; AHR act = 2; MEP2 TOR yeast = 102; Yeast superoxide = 87; CIT2-GFP yeast = 100; Efflux pump inh = -0.2
COc1cc2[nH]c(=O)n(CCC(=O)N3CCN(c4cccc(C)c4C)CC3)c(=O)c2cc1OC in the list: RPL19A TOR yeast = 91; AGP1 TOR yeast = 90; LAP4-GFP MLPCN = 93; AHR act = -2; MEP2 TOR yeast = 87; Yeast superoxide = 101; CIT2-GFP yeast = 86; Efflux pump inh = 0.3

Grouped by structure, the entries above with two or more sulfur atoms (2)
SMILES	RPL19A TOR yeast	AGP1 TOR yeast	LAP4-GFP MLPCN	AHR act	MEP2 TOR yeast	Yeast superoxide	CIT2-GFP yeast	Efflux pump inh
O=c1cc(CSc2nc3cc(Cl)ccc3o2)nc2sccn12	100	96	118	10	112	99	105	0.0
COc1ccc(C(=O)COC(=O)/C=C/c2ccc(S(=O)(=O)Nc3cccc(S(N)(=O)=O)c3)cc2)cc1	99	107	123	2	116	96	95	-0.1

Going on with the list:
SMILES	RPL19A TOR yeast	AGP1 TOR yeast	LAP4-GFP MLPCN	AHR act	MEP2 TOR yeast	Yeast superoxide	CIT2-GFP yeast	Efflux pump inh
CC(NC(=O)CN1C(=O)NC2(CCc3ccccc32)C1=O)c1ccc2c(c1)OCCO2 (configuration not stated)	98	96	100	17	95	136	90	0.3
CCNC(=O)CN(Cc1ccccc1)S(=O)(=O)c1ccccc1	92	98	103	1	99	94	93	0.1
Cc1ccc(-c2nc3c(=O)n(C)c4ccccc4c3o2)cc1	76	74	102	25	100	99	84	0.2
CCOC(=O)/C=C1\CN(CCC(C)C)S(=O)(=O)c2ccccc21	95	81	105	3	86	95	79	0.0
NC(=O)CCSC(=S)N1CCOCC1	93	92	94	2	111	91	103	0.0
Cc1ccc(C2(C)NC(=O)N(CC(=O)Nc3cc(S(=O)(=O)N4CCCCC4)ccc3OC(C)C)C2=O)cc1 (configuration not stated)	96	104	103	6	100	110	92	-0.1
O=C(CNc1ccc(F)cc1F)NC(=O)NCc1ccco1	95	100	91	12	91	94	90	0.2
Cc1nn(C(C)C(=O)Nc2sc3c(c2C#N)CCCC3)c(C)c1[N+](=O)[O-] (configuration not stated)	96	96	85	-1	102	141	89	0.0
CC(O)CNc1nc2ccccc2n1CC(=O)N1CCN(Cc2ccccc2)CC1 (configuration not stated)	96	97	98	-2	98	97	94	0.0
Cc1ccnc(NS(=O)(=O)c2cc(-c3cc(C)no3)ccc2C(C)C)c1	97	91	90	3	96	115	93	0.2
O=C(COc1ccccc1Cl)Nc1ccccc1C(=O)NC1CC1	94	90	113	21	99	113	88	0.0
Cc1cccc(C)c1NC(=O)C(=O)NCC1CCCN1S(=O)(=O)c1cccs1 (configuration not stated)	87	95	95	-2	96	89	84	-0.1
Cc1ccc(NC(=O)N2CCC(c3nc4c(nnn4Cc4cccc(Cl)c4)c(=O)[nH]3)CC2)cc1	94	95	98	-1	97	113	99	0.0
Cc1cc(C)cc(N(CC(=O)NCCSc2ccccn2)S(=O)(=O)c2ccccc2)c1	96	95	99	2	98	100	94	0.1
CCn1c(CNC(=O)c2cccs2)nnc1SCC(=O)Nc1cc(Cl)ccc1C	102	109	104	-2	104	99	96	-0.1
COc1ccc(NC(=O)CN2CCN(C3c4ccccc4-c4ccccc43)CC2)cc1	92	74	116	-2	98	106	85	0.4
CC(=O)c1ccc(NC(=O)CN2C(=O)/C(=C/C=C/c3ccccc3)SC2=S)cc1	102	100	103	1	100	109	94	-0.3
CC1CCN(C(=O)C2CCN(S(=O)(=O)c3cccnc3)CC2)CC1	94	102	102	1	99	108	104	0.0
COc1ccc(-c2sc(NC(=O)c3ccc(C)cc3)nc2-c2ccc([N+](=O)[O-])cc2)cc1	104	104	108	0	102	107	105	-0.1
CS(=O)(=O)N(CC(=O)N1CCN(Cc2ccc3c(c2)OCO3)CC1)c1ccc2c(c1)OCO2	94	94	89	-1	93	101	.	0.0
O=C(Nc1cc(Cl)ccc1N1CCCCC1)c1cccs1	102	102	105	1	102	114	93	0.0
COc1cc(OC)cc(C(=O)Nc2ccc(CN3CCCCC3)cc2)c1	98	102	103	1	97	87	105	0.0
CCN1CCCc2cc(CN(CCN3CCOCC3)C(=S)Nc3ccc(C)cc3)ccc21	96	102	98	4	96	115	103	-0.1
O=C(O)Cc1ccc(OCc2ccc(Cl)nc2)cc1	97	91	106	0	96	116	98	0.1
O=C(Nc1cc(S(=O)(=O)N2CCCCC2)ccc1Cl)c1ccc(F)cc1	96	97	98	0	98	120	96	0.2
CO/N=C/c1cc([N+](=O)[O-])ccc1Sc1ccc(C)cc1	102	101	87	-2	109	90	119	0.0
Cc1onc(-c2ccccc2Cl)c1C(=O)NCc1ccccc1F	109	101	89	7	156	97	.	-0.1
CC(C)(C)c1nnc(NC(=O)c2cc(-c3ccccc3)nc3ccccc23)s1	104	109	108	6	121	113	111	0.1
CSc1nc2c(c(=O)n1-c1ccccc1)SCC2	99	100	104	2	102	131	91	0.6
CC(=O)N1CCN(S(=O)(=O)c2cccc(C(=O)NCCc3ccc(Cl)cc3)c2)CC1	100	109	109	-1	104	95	101	0.1
COc1ccc2[nH]c(C)c(CCNC(=S)Nc3cc(C)ccc3C)c2c1	98	100	97	7	103	100	95	0.1
COC(=O)CN(c1ccc(F)cc1)S(=O)(=O)c1ccc2c(c1)OCCO2	86	93	81	1	82	89	88	-0.1
COc1ccc(Cl)cc1NC(=O)CSc1ncnc2c1oc1ccccc12	101	107	100	-2	100	104	101	0.0
CCOc1ccc(N(CC(=O)Nc2cc(C)cc(C)c2)S(C)(=O)=O)cc1	101	98	95	26	109	102	107	-0.2
COc1ccccc1N1CCN(C(c2cccs2)c2nnnn2C2CCCC2)CC1 (configuration not stated)	97	98	96	-1	93	126	100	0.0
COCCN1CCN(C(=O)c2cc(COc3ccc(Cl)cc3OC)on2)CC1	96	97	101	24	97	100	97	0.2

Of the compounds above, these contain fluorine.
SMILES	RPL19A TOR yeast	AGP1 TOR yeast	LAP4-GFP MLPCN	AHR act	MEP2 TOR yeast	Yeast superoxide	CIT2-GFP yeast	Efflux pump inh
O=C(CNc1ccc(F)cc1F)NC(=O)NCc1ccco1	95	100	91	12	91	94	90	0.2
O=C(Nc1cc(S(=O)(=O)N2CCCCC2)ccc1Cl)c1ccc(F)cc1	96	97	98	0	98	120	96	0.2
Cc1onc(-c2ccccc2Cl)c1C(=O)NCc1ccccc1F	109	101	89	7	156	97	.	-0.1
COC(=O)CN(c1ccc(F)cc1)S(=O)(=O)c1ccc2c(c1)OCCO2	86	93	81	1	82	89	88	-0.1

(cont.)
SMILES	RPL19A TOR yeast	AGP1 TOR yeast	LAP4-GFP MLPCN	AHR act	MEP2 TOR yeast	Yeast superoxide	CIT2-GFP yeast	Efflux pump inh
CCN1C(=O)c2cccc3c(NC(=O)c4ccc(S(=O)(=O)N(C)C)cc4)ccc1c23	101	97	103	0	101	99	95	-0.1
CCOC(=O)C(C)(C)Oc1ccc(Cl)cc1	97	93	100	0	89	96	84	0.0
Cc1cccc(N=C2NC(=O)S/C2=C\c2ccco2)c1	103	100	105	68*	102	130	104	0.1
Cc1ccc(-n2c(N)c(C(=O)N3CCOCC3)sc2=S)cc1	99	101	104	2	96	90	106	-0.1
CCOc1ccc(C2C(C(=O)Nc3ccc(F)cc3)=C(C)Nc3nc(CCCO)nn32)cc1 (configuration not stated)	95	92	98	0	96	114	89	0.0
Cc1cc(NC(=O)CCC(=O)N(CC2CCCO2)C(C(=O)NC2CCCC2)c2ccccc2C)no1 (configuration not stated)	98	98	104	5	96	97	87	0.1
COc1ccc(S(=O)(=O)N2CCOCC2)cc1NC(=O)c1cc2c(s1)CCCC2	103	105	109	1	110	106	115	0.0
CCCN1CCCc2cc(CN(CCCN3CCOCC3)C(=O)Nc3ccc(OCC)cc3)ccc21	98	105	101	-1	99	124	106	0.0
O=C(Cc1csc(-c2ccccc2)n1)NCC(=O)Nc1ccc(F)c(F)c1F	95	101	109	38	101	92	98	-0.1
Cc1nnc2ccc(-c3ccc(NS(=O)(=O)c4ccc(Cl)s4)cc3)nn12	99	97	96	-1	97	108	93	0.1
COc1ccc(CCNC(=O)c2ccc3c(c2)S(=O)(=O)N=C2CCCCCN23)cc1	86	95	81	1	83	104	86	-0.1
CCOC(=O)c1cnc2c(Cl)c(Cl)ccc2c1N1CCN(C)CC1	99	94	99	23	98	103	96	0.1

A stretch from further up, for reference:
SMILES	RPL19A TOR yeast	AGP1 TOR yeast	LAP4-GFP MLPCN	AHR act	MEP2 TOR yeast	Yeast superoxide	CIT2-GFP yeast	Efflux pump inh
CCN1C(=O)c2cccc3c(NC(=O)c4ccc(S(=O)(=O)N(C)C)cc4)ccc1c23	101	97	103	0	101	99	95	-0.1
CCOC(=O)C(C)(C)Oc1ccc(Cl)cc1	97	93	100	0	89	96	84	0.0

Next section:
SMILES	RPL19A TOR yeast	AGP1 TOR yeast	LAP4-GFP MLPCN	AHR act	MEP2 TOR yeast	Yeast superoxide	CIT2-GFP yeast	Efflux pump inh
COCCn1cnnc1SCC(=O)Nc1cccc(S(=O)(=O)N2CCCCC2)c1	103	106	109	1	103	106	105	0.1
Cc1cccc(C(=O)O)c1NC(=O)c1ccc(F)cc1	99	104	95	3	103	104	92	-0.1
CC(C)CCn1c(N2CCC(C(N)=O)CC2)nc2c1c(=O)[nH]c(=O)n2C	99	98	94	1	100	106	106	-0.1
O=C(NCC(=O)N1CCC(N2CCCCC2)CC1)C1CCCCC1	26*	27	99	0	230*	91	103	-0.1

Compound activity from PubChem.

Hits appear at their usual frequency; any-hit rate near 3.9%.
